# Screening data (PubChem)
# thrombin 1536 = human alpha-thrombin inhibitors, primary screen, counter-screen for coagulation protease inhibitor project, biochemical, 1536-well, fluorogenic AMC substrate; Boc-VPR-AMC fluorogenic substrate cleavage; AID 1046, 2008; Prothrombin (Homo sapiens), P00734; inhibition, % at 5 µM; hit rate 0.26% among 220,000;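 active = inhibition at or above 40%; inactive = inhibition below 40%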;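 note: 0% = enzyme with no compound and 100% = wells without enzyme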
#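 Material: Human alpha-thrombin protein | Buffer or medium: pH 7.5 Tris-saline with Tween 20 | Reagent: Boc-VPR-AMC substrate, 15 µM final | Schedule: Reaction at ambient temperature | Detection: AMC fluorescence at 355 nm excitation and 460 nm emission | Evaluation: Percent inhibition scaled between no-compound controls and no-enzyme blanks | Controls: no-compound enzyme wells and no-enzyme blanks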
# Cl transport mod = KCC2 cotransporter modulators, thallium flux, primary screen, cell-based, HEK293 KCC2, FluoZin-2 fluorescence, MLSMR; Solute carrier family 12 member 5 (Homo sapiens), Q9H2X9; KCC2 cells, thallium flux FluoZin-2 fluorescence; B-score of Tl+ flux slope (higher = more flux/activation; lower = inhibition) at 10 µM; hit rate 2.2% among 190,000; AID 1456, 2008;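 active = thallium flux slope and its plate-corrected score both differing from the plate sample mean at a set confidence after two filtering rounds, in either direction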;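 note: slope of fluorescence scaled to starting intensity during 10 to 20 s after thallium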
# PERK inhibitor = block of dimerizer-induced PERK translation repression, primary screen, PERK inhibitor project, CHO PERK-DD cells, SEAP luminescence, HTS | CHO PERK-DD fusion, SEAP luminescence translation reporter | Eukaryotic translation initiation factor 2-alpha kinase 3 (Homo sapiens), Q9NZJ5 | inhibition, % at 5.6 µM | hit rate 0.17% among 220,000;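 active = inhibition above the mean inhibition of all tested compounds plus 3 SD, set separately per screening campaign, cut at about 2.9% in these data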;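 note: PERK kinase domain activated by AP20187 dimerizer at 100 nM; 0% = DMSO with dimerizer and 100% = rapamycin at 8.4 µM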
# Target sequence (Q9NZJ5 whole entry, looked up, the tested form may be a part): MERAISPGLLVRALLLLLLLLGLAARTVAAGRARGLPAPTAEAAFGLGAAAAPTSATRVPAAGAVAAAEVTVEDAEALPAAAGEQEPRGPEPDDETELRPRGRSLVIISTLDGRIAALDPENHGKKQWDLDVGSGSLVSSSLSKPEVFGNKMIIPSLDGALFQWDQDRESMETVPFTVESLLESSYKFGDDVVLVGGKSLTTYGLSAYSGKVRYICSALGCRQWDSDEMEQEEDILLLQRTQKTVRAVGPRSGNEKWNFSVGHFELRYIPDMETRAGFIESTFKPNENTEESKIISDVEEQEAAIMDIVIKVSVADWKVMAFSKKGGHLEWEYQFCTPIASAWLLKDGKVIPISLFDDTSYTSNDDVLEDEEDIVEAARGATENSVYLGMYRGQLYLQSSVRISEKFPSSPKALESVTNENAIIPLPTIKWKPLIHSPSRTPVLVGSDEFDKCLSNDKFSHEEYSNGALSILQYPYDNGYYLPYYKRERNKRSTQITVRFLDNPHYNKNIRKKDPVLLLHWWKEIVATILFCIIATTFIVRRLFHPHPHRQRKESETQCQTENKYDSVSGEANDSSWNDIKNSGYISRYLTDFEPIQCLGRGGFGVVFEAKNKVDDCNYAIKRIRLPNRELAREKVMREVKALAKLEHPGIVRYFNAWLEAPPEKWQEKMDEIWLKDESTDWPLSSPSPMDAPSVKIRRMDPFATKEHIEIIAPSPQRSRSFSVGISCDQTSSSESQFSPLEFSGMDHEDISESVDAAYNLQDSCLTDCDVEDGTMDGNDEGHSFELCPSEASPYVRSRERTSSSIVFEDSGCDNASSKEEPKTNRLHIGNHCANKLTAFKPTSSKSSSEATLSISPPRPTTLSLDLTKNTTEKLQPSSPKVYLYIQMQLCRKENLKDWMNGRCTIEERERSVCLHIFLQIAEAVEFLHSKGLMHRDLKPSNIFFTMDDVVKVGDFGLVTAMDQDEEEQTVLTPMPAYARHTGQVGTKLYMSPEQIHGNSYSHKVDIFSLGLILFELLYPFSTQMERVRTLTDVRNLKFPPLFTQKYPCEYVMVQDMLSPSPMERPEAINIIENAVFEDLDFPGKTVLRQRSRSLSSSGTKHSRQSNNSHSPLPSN
# Rad51 HR inh = human RAD51 strand exchange inhibitors, primary screen, biochemical, fluorescence | DNA repair protein RAD51 homolog 1 (Homo sapiens), Q06609 | hRad51 DNA strand exchange, fluorescence dequenching | inhibition, % at 10 µM | hit rate 0.085% among 200,000 | AID 1385, 2008;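 active = inhibition above 40% at the single screening dose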;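 note: 0% = DMSO control wells and 100% = blanks with heterologous ssDNA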
#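 Assay system: Human Rad51 nucleoprotein filaments preassembled on unlabelled ssDNA | Reagent: Donor/quencher-labelled 47-bp dsDNA substrate | Doses: One concentration, 10 µM final | Times: 37 °C 15-min filament assembly, 30-min compound preincubation, 15-min exchange | Technique: Fluorescein emission 520 nm, excitation 485 nm | Benchmarks: Plate control and blank wells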
# FXIa inh 1536 = human FXIa protease inhibitors, primary screen, biochemical, 1536-well. hit rate 0.14% among 220,000. purified FXIa, Boc-Glu-Ala-Arg-AMC fluorogenic substrate. Coagulation factor XI (Homo sapiens), P03951. AID 798, 2007. inhibition, % at 5 µM;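 active = inhibition of at least 40%; inactive = inhibition below 40%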;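 note: fluorescence of freed AMC excited at 355 nm; 0% = enzyme without compound and 100% = no enzyme blank; many of its hits are not listed in these tables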
# Furin inhibitor = human furin inhibitors, primary screen, biochemical, fluorescence intensity. P09958. purified furin, fluorogenic substrate cleavage. inhibition, % at 30 µM. hit rate 0.061% among 220,000. AID 463115, 2010; in the data active = inhibition above about 25%; note: inactives centre near -15
# KLK5 inh = human KLK5 protease inhibitors, primary screen, biochemical, 1536-well | Kallikrein-5 (Homo sapiens), Q9Y337 | recombinant hK5, fluorogenic AMC substrate cleavage | inhibition, % at 5 µM | hit rate 0.59% among 210,000 | AID 873, 2007;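 active = inhibition of 40% or more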;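 note: 0% = enzyme controls without compound and 100% = no-enzyme blanks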
# FXIIa inh = human FXIIa protease inhibitors, primary screen, biochemical, 1536-well; Coagulation factor XII (Homo sapiens), P00748; hit rate 0.3% among 220,000; purified FXIIa, Boc-QGR-AMC fluorogenic substrate, 2 h; inhibition, % at 5 µM; in the data active = inhibition above about 40%;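 note: 0% = enzyme with no compound and 100% = blank without enzyme; many of its hits are not listed in these tables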
# m-calpain inh = inhibitors of pig calpain II, primary screen, biochemical, fluorogenic peptide substrate, 1536-well; AID 1236, 2008; purified calpain II, 30 min; hit rate 0.37% among 220,000; inhibition, % at 16 µM;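 active = inhibition above about 50%, limit read from the data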
# An asterisk follows results filed as active; i = inactive; nt = not tested or not shown; [ ] = dose if it differs, or a comment. These rows are one share of the data, so the mix of outcomes need not match the whole.
nr	molecule	thrombin 1536	Cl transport mod	PERK inhibitor	Rad51 HR inh	FXIa inh 1536
1	CC(Sc1nc2cc(Cl)ccc2s1)C(=O)Nc1cccc(S(=O)(=O)N2CCOCC2)c1 (centres undefined)	1	-0.28	-0.3	0	1
2	CSc1nnc(C)c(/C=C/Nc2ccc(F)cc2)n1	5	-1.3	0.6	-27	7
3	O=C(NC(=S)Nc1cccnc1)c1cc2ccccc2o1	-5	88*	0.2	nt	-3
4	Cc1cc(NC(=O)CSc2nc(N)c(NC(=O)c3ccccc3)c(=O)[nH]2)no1	-6	2	0.3	-2	-5
5	COCCn1c(-c2ccccc2)nc2oc3ccccc3c(=O)c2c1=O	-4	nt	0.3	-3	1
6	COc1ccc(CCNC(=O)c2cc3c(=O)n(C)c4ccccc4c3n2C)cc1OC	-5	-3	-3.0	-13	-1
7	O=C(NCCc1ccccc1)c1noc2c1CCCCC2	-13	nt	-1.0	nt	-2
8	O=C(O)c1cccc(C(=O)c2cccc(C(=O)O)c2)c1	6	-0.45	0.4	nt	-4

nr	Furin inhibitor	KLK5 inh	FXIIa inh	m-calpain inh
1	-6	-20	10	1
2	-14[20 µM]	4	6	-13
3	-27	-18	-1	1
4	-15	0	4	-21
5	-20	-17	8	-23
6	3	0	4	-38
7	-5	1	-7	16
8	-10	-2	-2	7

# Remaining list, next part.
nr	molecule	thrombin 1536	Cl transport mod	PERK inhibitor	Rad51 HR inh	FXIa inh 1536
9	CCCN1C(=O)SC(CC(=O)Nc2ccccc2C)C1=O (centres undefined)	5	0.0039	0.6	5	12
10	CCOC(=O)c1cc(-c2ccccc2)sc1NC(=O)C(C)N1C(=O)NC(C)(c2ccc(Cl)cc2)C1=O (centres undefined)	0	1.1	-2.4	-2	-9
11	COC(=O)Cc1ccc(NC(=S)NCCO)cc1	-9	0.32	0.7	nt	0
12	COC(=O)c1cc(OC)c(OC)cc1NC(=O)c1c(-c2ccccc2)noc1C	4	0.094	-0.8	1	1
13	N#Cc1ccccc1N=C1CCCN1Cc1ccccc1	0	nt	-0.9	-12	-3
14	c1ccc(Cn2nnc3c(Nc4ccc5c(c4)OCO5)nc(C4CC4)nc32)cc1	3	-0.38	-0.1	6	3
15	O=C(CSc1nnc2c(n1)[nH]c1ccccc12)OCc1ccccc1	-1	0.035	0.4	9	2
16	Cc1ccc(NC(=O)NCC(c2cccnc2)N2CCOCC2)cc1 (centres undefined)	2	nt	0.5	-3	2

nr	Furin inhibitor	KLK5 inh	FXIIa inh	m-calpain inh
9	-24[20 µM]	-4	18	-13
10	-16[20 µM]	-6	2	-241
11	-10	0	2	-18
12	-10[20 µM]	-26	15	-4
13	-21	3	0	-8
14	-25	-5	9	-94
15	-7[20 µM]	-11	14	-12
16	-16	-18	16	-22

# Results in Furin inhibitor, FXIa inh 1536 and PERK inhibitor (three entries from above):
No.	compound	Furin inhibitor	FXIa inh 1536	PERK inhibitor
5	COCCn1c(-c2ccccc2)nc2oc3ccccc3c(=O)c2c1=O	-20	1	0.3
2	CSc1nnc(C)c(/C=C/Nc2ccc(F)cc2)n1	-14[20 µM]	7	0.6
15	O=C(CSc1nnc2c(n1)[nH]c1ccccc12)OCc1ccccc1	-7[20 µM]	2	0.4

# Later entries.
nr	molecule	thrombin 1536	Cl transport mod	PERK inhibitor	Rad51 HR inh	FXIa inh 1536
17	CCCC(=O)Nc1c2c(nc3ccccc13)N(c1ccccc1)CC2	-6	-1.4	0.5	7	-2
18	COC(=O)c1cc(NC(=O)CSc2nnc(CN3CCOCC3)n2C)ccc1Cl	-2	-0.055	0.4	5	0
19	Cn1c(N)c(C(=O)CCl)c(=O)n(Cc2ccccc2)c1=O	3	0.23	0.3	0	4
20	CC[n+]1c(S(=O)(=O)[O-])ccc2ccc(C)cc21	1	0.14	1.6	0	10
21	CCC(=O)N1CCN(c2nc3ccccc3s2)CC1	-5	1.5	0.6	-4	2
22	O=C1N(Cc2cccnc2)C[C@@H]2C[C@@H](c3ccc(C(F)(F)F)cc3)N3CCC[C@@]123	2	nt	1.1	nt	2
23	CC(=O)c1sccc1NC(=O)c1ccccc1C(=O)O	4	0.4	0.9	10	10
24	Cc1ccccc1OCC(O)Cn1c(Br)nc2c1c(=O)n(C)c(=O)n2C (centres undefined)	0	-0.048	0.2	19	11

nr	Furin inhibitor	KLK5 inh	FXIIa inh	m-calpain inh
17	-19	-9	-8	-450
18	-16[20 µM]	-20	11	-8
19	-18	-7	12	-8
20	-15[20 µM]	-26	9	-18
21	-22[20 µM]	5	12	-13
22	-32	nt	6	-52
23	-14	9	13	17
24	-15	-9	14	-7

# (list continues)
nr	molecule	thrombin 1536	Cl transport mod	PERK inhibitor	Rad51 HR inh	FXIa inh 1536
25	COc1ccc(-n2c3c(c(=O)[nH]c2=O)C(NC(=O)c2ccncc2)(C(F)(F)F)C(=O)N3)cc1 (centres undefined)	3	-0.69	0.9	26	-3
26	COc1ccc(CNC(=O)C2Cc3ccccc3CN2C(=O)c2ccco2)cc1 (centres undefined)	0	-0.38	0.4	1	14
27	O=C(O)c1ccc2cc[nH]c2c1	3	nt	0.9	-4	4
28	COCCN1C(=O)c2ccccc2C(C(=O)NCc2ccco2)C1c1c[nH]c2ccccc12 (centres undefined)	1	-0.36	0.1	-1	4
29	Cc1nc2ccccc2n2c(O)c(CC(=O)O)cc12	-10	i	-0.3	-38	-5
30	Cc1nn(CC(=O)Nc2ccc(N(C)C)cc2)c(C)c1[N+](=O)[O-]	-10	-0.74	0.7	6	5
31	O=C(Nc1cccc([N+](=O)[O-])c1)C12CC3CC(C1)CC(n1cnc([N+](=O)[O-])n1)(C3)C2	2	-0.017	-0.3	2	4
32	CC1=C(C(=O)OC(C)(C)C)C(c2cccs2)NC(=O)N1 (centres undefined)	10	0.63	-0.3	-11	6

nr	Furin inhibitor	KLK5 inh	FXIIa inh	m-calpain inh
25	-15	-6	8	5
26	-25	13	10	-28
27	-40	6	19	-36
28	-15[20 µM]	-18	13	-11
29	-8	-4	15	-85
30	-17	-20	5	-3
31	-15[20 µM]	-4	3	25
32	6	-10	12	30

# (cont.)
nr	molecule	thrombin 1536	Cl transport mod	PERK inhibitor	Rad51 HR inh	FXIa inh 1536
33	CC(C)C(=O)Nc1cc(C(F)(F)F)ccc1N1CCOCC1	6	-0.98	-0.1	-2	7
34	O=[N+]([O-])c1ccc(/C=N/Nc2nc(N3CCCC3)nc(N3CCCC3)n2)o1	-1	6.1*	-1.0	-6	3
35	COc1cc(CC(=O)O)c([N+](=O)[O-])cc1OC	-8	1.4	0.9	nt	2
36	Cc1cc(=O)oc2cc(OCC(=O)OCc3nnc(-c4ccccc4)o3)ccc12	0	nt	-0.1	-5	2
37	Cc1ccc(S(=O)(=O)C2(C(=O)Nc3ccc(Br)cc3)CC2)cc1	10	-0.29	0.2	1	1
38	O=C(CN1CCOCCOCCOCC1)Nc1ccccc1	2	-0.15	0.1	-5	6
39	COc1ccc(NC(=O)/C(Cl)=C(/Cl)S(=O)Cc2ccc(C)cc2)cn1 (centres undefined)	-1	nt	-0.5	3	-14
40	CCCCCCC(=O)c1c(C)[nH]c(C(=O)OCC)c1C	-12	-0.17	-0.9	5	0

nr	Furin inhibitor	KLK5 inh	FXIIa inh	m-calpain inh
33	-24[20 µM]	-4	-1	-28
34	-4[20 µM]	14	10	-32
35	-15	3	10	-31
36	-16	-11	8	-67
37	-32	0	8	18
38	-9[20 µM]	-12	13	-6
39	-8[20 µM]	2	15	18
40	-13[20 µM]	-16	6	24

# Going on with the list.
nr	molecule	thrombin 1536	Cl transport mod	PERK inhibitor	Rad51 HR inh	FXIa inh 1536
41	COc1ccc(-c2nn(-c3ccccc3)cc2N)cc1	-7	0.23	1.8	-4	-1
42	COC(=O)c1cccc(CSc2nc3ccccc3[nH]2)c1	-8	-2	-0.4	1	-5
43	CCCCC1CC(C)(C(=O)CSc2nc3ccccc3s2)OC1=O (centres undefined)	-7	-1	-0.3	11	-4
44	O=C1C2CC=CCC2C(=O)N1c1cccc(OS(=O)(=O)c2ccc3ccccc3c2)c1 (centres undefined)	-4	0.83	-1.1	4	-2
45	COCCN(C(=O)Cn1nnc2ccccc21)C(C(=O)NC1CCCCC1)c1ccc(OC)cc1OC (centres undefined)	2	-0.27	-0.6	-2	6
46	Cc1cccc(Oc2nc(-c3ccncc3)nc3ccccc23)c1	-6	-0.64	0.7	16	4
47	CCn1cnc2cc(NCc3cccc(OC)c3O)ccc21	2	0.39	-0.1	8	-3
48	COc1ccc(-c2noc(CCC(=O)NC3CCN(Cc4ccccc4)CC3)n2)cc1	-9	0.18	-1.0	-9	6

nr	Furin inhibitor	KLK5 inh	FXIIa inh	m-calpain inh
41	-25	-4	6	i
42	-10	-9	5	8
43	-23[20 µM]	-1	5	-8
44	-15[20 µM]	-10	10	25
45	-16[20 µM]	-9	14	-3
46	-6	-7	4	32
47	-16[20 µM]	-2	9	-26
48	-17[20 µM]	-27	-4	11

# The listing continues:
nr	molecule	thrombin 1536	Cl transport mod	PERK inhibitor	Rad51 HR inh	FXIa inh 1536
49	COc1ccc(/C(=N\O)c2ncc(C(F)(F)F)cc2Cl)cc1	-8	-1.2	0.7	6	-2
50	Nc1nc2cc(S(=O)(=O)NC3=NCCCCC3)ccc2s1	-5	-0.18	-0.6	26	-1
51	COc1ccccc1C(=O)NC(=S)Nc1ccc(N2CCCC2)cc1	-3	0.048	0.1	nt	9
52	COC(=O)c1ccc(C(=O)NC(=S)Nc2ccc3nc(SC)sc3c2)cc1	2	1.7	1.2	-28	8
53	COc1cccc(-n2c(COc3ccc(C)cc3)nnc2SCC(=O)O)c1	-2	-0.13	2.3	-2	4
54	O=C(COC(=O)c1ccc(Br)cc1)NCCc1ccccc1	-10	0.036	1.2	12	4
55	CCn1c(SCC(=O)Nc2cc(C)on2)nc2sc3c(c2c1=O)CCCC3	0	2.1	0.1	nt	5
56	Cc1cc(NO)nc(-c2ccc(Br)cc2)n1	-5	0.057	0.8	9	-1
57	CC(C)(C)C(=O)Nc1nc(C2CCCN2S(=O)(=O)c2ccc(Cl)cc2)cs1 (centres undefined)	5	-0.55	-0.5	-1	-1

nr	Furin inhibitor	KLK5 inh	FXIIa inh	m-calpain inh
49	-13[20 µM]	-8	6	37
50	-7	1	2	25
51	-15	-22	6	17
52	-25	-4	12	22
53	-16	-2	12	-20
54	0	-16	10	4
55	-22[20 µM]	-16	7	-54
56	-28	-10	8	-21
57	-20[20 µM]	0	17	12
